PMI act – increases human mannose-6-phosphate isomerase activity. AID 1214. 190,000 compounds, 0.005% hits. purified human PMI, coupled resazurin fluorescence, 20 min; hits give high values; 1 = vehicle control, 0 substrate-free wells. activation factor at 20 µM;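 active = activation factor of 2 or more at 20 µM, relative to plate controls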
Target sequence (P34949 whole entry, looked up): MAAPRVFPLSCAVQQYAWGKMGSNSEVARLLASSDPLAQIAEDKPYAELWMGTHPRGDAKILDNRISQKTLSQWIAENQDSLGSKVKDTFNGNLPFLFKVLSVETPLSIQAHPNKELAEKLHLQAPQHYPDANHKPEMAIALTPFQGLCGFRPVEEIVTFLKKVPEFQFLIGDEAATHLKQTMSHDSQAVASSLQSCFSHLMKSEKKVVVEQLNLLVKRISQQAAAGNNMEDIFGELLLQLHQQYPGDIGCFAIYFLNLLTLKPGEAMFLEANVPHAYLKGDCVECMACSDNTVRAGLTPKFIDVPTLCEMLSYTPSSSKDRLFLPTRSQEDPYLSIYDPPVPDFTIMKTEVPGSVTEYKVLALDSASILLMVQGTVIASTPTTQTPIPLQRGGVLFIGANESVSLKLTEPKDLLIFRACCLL
TNAP act hi DEA – increases human TNAP activity under high phosphate acceptor concentration. P05186. purified TNAP, CDP-star luminescence, 1 M DEA, 30 min; hits give high values; 0 = EDTA background, 1 = DMSO-only activity. activation factor at 20 µM. 200,000 tested, under 10 active. AID 1136;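 active = activation factor at least 2 at 20 µM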
Target sequence (P05186 whole entry, looked up): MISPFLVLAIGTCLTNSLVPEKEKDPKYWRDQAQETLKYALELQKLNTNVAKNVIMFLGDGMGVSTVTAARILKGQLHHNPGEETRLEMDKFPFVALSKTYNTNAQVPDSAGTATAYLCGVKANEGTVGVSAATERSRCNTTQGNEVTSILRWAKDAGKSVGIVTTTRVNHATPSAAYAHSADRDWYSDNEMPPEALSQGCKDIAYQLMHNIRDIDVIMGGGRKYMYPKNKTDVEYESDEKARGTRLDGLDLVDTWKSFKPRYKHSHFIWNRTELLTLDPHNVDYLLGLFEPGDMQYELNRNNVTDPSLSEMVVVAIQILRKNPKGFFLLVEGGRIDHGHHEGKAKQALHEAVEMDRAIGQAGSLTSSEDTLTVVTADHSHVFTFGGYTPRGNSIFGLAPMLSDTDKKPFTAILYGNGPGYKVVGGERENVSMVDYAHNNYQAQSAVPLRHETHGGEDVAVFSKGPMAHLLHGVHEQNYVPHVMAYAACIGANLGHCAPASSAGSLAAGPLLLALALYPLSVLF
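Measured by: Luminescent substrate turnover signal | Test system: Human TNAP | Input: TNAP 1/800 final | Dosing: 20 µM single point | Schedule: 30 min, room temperature | Controls: EDTA wells as negative control, DMSO wells as positive control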
PMI act hi M6P – increases human PMI activity with near-saturating mannose 6-phosphate; P34949; coupled PMI enzyme assay, resazurin fluorescence, 20 min; hits give high values; 1 = untreated enzyme, 0 = substrate-free blank; activation factor at 20 µM; 190,000 compounds, 0.34% hits; AID 1216;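 active = activation factor of 2 or more at 20 µM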
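Test system: human phosphomannose isomerase with PGI, G6PDH, diaphorase coupling enzymes; Amount: PMI at 15 ng/mL final; Reagent: Mannose-6-phosphate 1.0 mM (near-saturating) plus 0.22 mM NADP+; Timing: 20 min, room temperature; Technique: resorufin fluorescence at Ex 544/Em 590 nm; Dosing: 20 µM single dose.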
TNAP inh noacc – blocks human TNAP activity with no phosphate acceptor present. 200,000 compounds, 0.26% hits. inhibition, % at 20 µM. AID 1012. P05186. purified TNAP, CDP-star luminescence, 30 min;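 active = tissue-nonspecific alkaline phosphatase inhibition above about 50% at 20 µM in the single-dose screen, limit read from the data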;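 also: 0% = DMSO negative control and 100% = EDTA positive control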
NF-kB expr up – NF-kB expression increase, human neuronal cells. 190,000 compounds, 1.6% hits. AID 1239. NF-kB reporter expression; hits give high values. fold change at 12.5 µM; in the data active = fold change above about 3.3
FLuc act counter – firefly luciferase counter-screen for stimulation assays | P08659 | ATPlite luciferase biochemical, luminescence, 10 min; 0 = ATP-free wells, 1 = DMSO control | activation factor at 10 µM | 200,000 tested, under 10 active | AID 1027;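 active = luciferase activation factor, scaled between plate controls, of at least 2 with compound at 10 µM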
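test system = cell-free luciferase reagent | medium = PBS as buffer for the ATP substrate | dosing = test compounds dosed from 2 mM stocks in 100% DMSO | incubation = 10 min at ambient temperature | detection = luminescence measurement of luciferase light output | benchmarks = low control with PBS replacing ATP, high control enzyme plus ATP without compound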
bIAP activator – increases bovine intestinal alkaline phosphatase activity. purified bovine IAP, CDP-star luminescence, 30 min; hits give high values; fold of DMSO-control signal, blank-subtracted. activation factor at 20 µM. 200,000 compounds, 0.17% hits;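 active = activation factor of 2 or more at 20 µM, a signal rise over negative controls twice the positive control's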
FLuc inhib CS – Photinus pyralis luciferase inhibition counter-screen; P08659; 200,000 compounds, 1.5% hits; inhibition, % at 10 µM; ATPLite firefly luciferase biochemical luminescence, 10 min;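 active = inhibition above about 50% when tested at 10 µM, limit read from the data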
APP 5'UTR act – APP 5'UTR luciferase reporter activation. activation, % at 2 µM. AID 1276. SH-SY5Y APP 5'UTR luciferase reporter, luminescence; zero percent = DMSO vehicle wells. 190,000 compounds, 1% hits;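 active = activation above a set limit, based on mean plus 3 SD of controls, cut at about 140% in these data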; also: values of inactives mirror those of a sister screen read the other way
TNAP inh hi DEA – blocks human TNAP under high phosphate acceptor concentration. inhibition, % at 20 µM. P05186. purified TNAP, CDP-star luminescence, 1 M DEA. 200,000 compounds, 0.03% hits;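 active = over 50% inhibition of tissue-nonspecific alkaline phosphatase at 20 µM in the single-dose screen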;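 also: plate controls were DMSO wells for no effect and EDTA-quenched wells as full inhibition for full effect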
Active calls of the source: *; . = no result given.

SMILES	PMI act	TNAP act hi DEA	PMI act hi M6P	TNAP inh noacc	NF-kB expr up	FLuc act counter	bIAP activator	FLuc inhib CS	APP 5'UTR act	TNAP inh hi DEA
O=C(CSc1nnc(-c2ccc(Cl)cc2)n1Cc1ccco1)NCc1ccc2c(c1)OCO2	0.9	1.1	1.1	-13	0.94	1.1	0.9	-7	-1	-7
CCOc1cc(/C=C(/C#N)c2ccc(F)cc2)ccc1OCc1ccc(C(=O)O)o1	0.9	1	0.9	-6	1.3	1	0.9	4	41	0
O=C(COC(=O)C1CCCN1C(=O)C12CC3CC(CC(C3)C1)C2)c1ccc(Br)cc1 (stereo not drawn)	1.1	0.9	1.2	-31	1.1	1	0.9	0	31	8
CCc1nccn1S(=O)(=O)c1ccc(C)c(C)c1	1	1	1	-12	0.96	1	0.9	-4	-9	-5
CC1CCCCN1C(=S)Nc1ccc2nc3n(c(=O)c2c1)CCCCC3 (stereo not drawn)	0.8	1	0.8	-12	1.1	1	0.9	-2	11	0
Cc1cccc(CSC2=NCCN2C(=O)c2ccc(Br)o2)c1	0.9	1.1	0.9	-8	1	1.1	0.8	-8	1	-5
O=C(C#Cc1cccc([N+](=O)[O-])c1)c1ccccc1	1	1	1	-9	1.3	1	1	0	-7	4
CCOc1ccc(CCNC(=O)CN2CCN(Cc3ccccc3C)C2=O)cc1OCC	0.9	1	1	-7	1	1	1.2	1	29	-2
O=C(Cn1c(CN2CCCCC2)nc2ccccc2c1=O)NCc1ccco1	1	1	1	-4	1.1	1	1.1	1	-3	-1
CC1(C)CC(=O)C/C(=N\NC(=S)NCc2ccccc2)C1	1.1	1	0.9	2	1.6	1	1.2	1	11	0
COc1ccccc1/C=C/C(=O)c1ccc(NC(C)=O)cc1	1	1	0.9	-14	0.97	1	0.9	3	12	-4
CCC(=O)Oc1ccc(NC(=O)CSCc2ccccc2)cc1	1.1	1	1.1	0	3.1	1	1	-5	43	-4
COc1ccc2c(c1)c(=O)c(C(=O)c1ccc(Cl)cc1)cn2CC(=O)Nc1ccc(F)cc1	1	1	1.1	-4	1.3	1	1	-3	-15	4
Cc1nc2cc(C(F)(F)F)ccc2n1C	1	1	0.9	2	1.1	1.1	1.1	-8	13	-5
CC1(C)Cc2c(c(N3CCOCC3)nc3sc(C(=O)N4CCCCC4)c(N)c23)CO1	1.3	1.1	1.9	-19	1.1	1	1	-2	-6	-6
CC1CCC2(CC1)NC(CO)(CO)CO2 (stereo not drawn)	1	1	1	-6	1.1	1	1.5	3	24	3
Cc1cccc(OCCCC(=O)NC(C)c2ccccc2)c1 (stereo not drawn)	0.9	1	0.9	-5	1.1	1	1	-4	9	0
COc1ccc(NC(=O)COC(=O)c2ccc(S(=O)(=O)N(C)c3ccccc3OC)cc2)c(OC)c1	1	1	1	-2	1.1	1	1.1	-1	5	-3
COc1cc(-c2nc(S(=O)(=O)c3ccc(C)cc3)c(N3CCOCC3)o2)cc(OC)c1OC	1	0.9	1.1	1	0.98	1	1	2	-6	8
COc1ccc(C2=NN(C(=O)CN3CCOCC3)C(c3nc4ccccc4[nH]3)C2)cc1 (stereo not drawn)	1.1	1.1	1.1	-10	1.1	1	1.1	4	122	-6
O=C(CSc1nc2nn(-c3ccccc3)c(=O)c-2c2n1CCCCC2)NCCCc1ccccc1	1	1	1	-5	0.98	1	1.1	-5	23	-1
COc1ccc(C(NC(=O)/C=C/c2ccco2)c2ccc(OC)cc2)cc1	0.9	1	0.8	-7	1.2	1	0.9	-3	2	-2
Cc1cc(C)n2nc(CC(=O)NC3CCCCCC3)nc2n1	1	1	1.1	-5	1.1	1	1	-1	12	-3
O=C(/C=C/c1cccs1)c1ccc(NC(=O)c2cccc(Br)c2)cc1	0.8	1	0.8	-11	1.2	1	0.9	-2	18	-3
O=C(Nn1c(Cc2cccs2)nc2ccccc2c1=O)c1ccc(F)c(F)c1	0.9	1	0.9	-8	.	1	1.1	-1	8	0
SMILES	PMI act	TNAP act hi DEA	PMI act hi M6P	TNAP inh noacc	NF-kB expr up	FLuc act counter	bIAP activator	FLuc inhib CS	APP 5'UTR act	TNAP inh hi DEA
CC(C(=O)NC1CCCC1)N1CCN(Cc2ccccc2)CC1 (stereo not drawn)	1.1	1	1	-11	1.1	1	1.1	-1	1	-3
O=C(CN1CCCCCC1)Nc1ccc(S(=O)(=O)N2CCOCC2)cc1	1	1.1	1	-10	0.94	1	0.9	0	16	-8
O=C(Nc1nc(-c2ccccn2)cs1)C1CC(=O)N(c2ccc3c(c2)OCCO3)C1 (stereo not drawn)	0.8	1	0.8	-101	0.44	1	0.9	-3	-12	-5
Oc1ccc(Cl)cc1-c1cc(-c2ccccc2Cl)[nH]n1	0.9	1	1	-18	1.1	1	1	-2	11	2
CC(C)CC1C(C#N)=C(N)SC(N)=C1C#N	1.5	1	1.1	-23	0.97	1	1	-1	5	0
CCOC(=O)/C(N=Nc1c(C)n(C)n(-c2ccccc2)c1=O)=C(\C)O	1	1	0.9	8	1	1	1	-5	4	4
COc1ccc(S(=O)(=O)N2CCC(n3cnc4cc(C(F)(F)F)ccc43)CC2)cc1	1	1.1	1	-10	0.53	1.1	1.2	-6	23	-6
CCCOc1ccc(CC(=O)NNC(=S)Nc2ccccc2)cc1Br	1.1	1	1	-3	3.3*	1.1	0.8	-9	12	0
Cc1ccc(S(=O)(=O)N/N=C/c2cn(C)nc2C)cc1	1	1	1.1	-10	1	1	0.9	-3	7	-1
Cc1cc(Br)ccc1OCC(=O)NNC(=O)Cc1ccccc1	1	1	0.9	-52	0.95	1	0.9	5	10	-2
COc1ccc(OC)c(C2N(c3cc(C)on3)C(=O)C3CCCN32)c1 (stereo not drawn)	1.1	1	1	1	1	1.1	1	-9	16	0
CCC(C)[C@H](NC(=O)OC(C)(C)C)C(=O)N/N=C/c1ccc2cc(OC)ccc2n1 (stereo partly drawn)	0.8	0.9	0.8	8	0.85	1	0.5	4	18	6
COc1ccc(-n2c(Cc3cccn3C)nnc2SCC(=O)Nc2ccc(C(C)=O)cc2)cc1	1	1	1	-16	0.96	1	1.2	-1	-19	-3
CC1CC(C)CN(CC(C)(C)NS(=O)(=O)c2ccc(Cl)cc2)C1 (stereo not drawn)	1	1	1.1	-9	0.78	1	0.3	-3	6	-4
C=CCOn1c(=O)c(-c2ccc(OC)cc2)[n+]([O-])c2ccccc21	0.9	1	0.8	-2	1.2	1	0.9	3	12	-1
CSCC[C@H](NC(=O)COc1ccc(Cl)cc1Cl)c1nc2ccccc2[nH]1	0.9	1	0.9	-18	0.83	1.1	0.9	-5	0	-3
CC(C)NC(=O)C12CC3CC(C1)CC(n1cnc(Cl)n1)(C3)C2	1	1	1	-11	1.2	1	1	-2	0	0
O=C1NC2(CCCCC2)C(=O)N1/N=C/c1ccccc1Br	1	1	0.9	-12	2	0.8	0.9	17	6	-5
Cc1ccc(S(=O)(=O)NCCCNC(=O)c2ccccc2)cc1	1	1.1	1.1	-6	0.99	1	0.9	-2	-11	-8
CCOC(=O)C1(CC2CC2)CCN(Cc2cnc(-c3ccc(OC)cc3)nc2)CC1	0.9	1.1	0.9	-8	1.1	1.1	1	-8	-3	-8
COC(=O)/C(=C/N(C)C)C(=O)N1CCN(c2ccc(Cl)c(Cl)c2)CC1	1.1	1	1.1	-8	1.1	1	0.9	-3	12	-2
CC(NC(=O)C(Cc1ccccc1)N1C(=O)C2C3CCC(C3)C2C1=O)c1ccccc1 (stereo not drawn)	1	1	0.8	-9	0.93	1	1	-1	8	-1
CNC(=O)OC(C)CNS(=O)(=O)c1ccc(C)cc1 (stereo not drawn)	1	1.1	1	-17	1.4	1.1	0.9	-6	-2	-5
CCc1noc(C)c1C(=O)N1CCCC(C(=O)c2cc(F)ccc2OC)C1 (stereo not drawn)	1	1	1.1	-11	0.82	1	1	-5	10	-4
CCNC(=O)OCc1cn(-c2ccccc2)nn1	0.9	1	0.8	-4	1.2	1	1.1	-4	5	-3

Entries listed so far shown as hits in NF-kB expr up.
SMILES,PMI act,TNAP act hi DEA,PMI act hi M6P,TNAP inh noacc,NF-kB expr up,bIAP activator,APP 5'UTR act,TNAP inh hi DEA
CCCOc1ccc(CC(=O)NNC(=S)Nc2ccccc2)cc1Br,1.1,1,1,-3,3.3*,0.8,12,0

(list continues)
SMILES	PMI act	TNAP act hi DEA	PMI act hi M6P	TNAP inh noacc	NF-kB expr up	FLuc act counter	bIAP activator	FLuc inhib CS	APP 5'UTR act	TNAP inh hi DEA
Cc1ccc(C(=O)N2CCN(C(=O)c3ccc(C)cc3)C2)cc1	1.1	1	1.1	0	1	1	1	-4	-6	-4
CC(OC(=O)c1cccc(N2C(=O)c3ccccc3C2=O)c1)C(=O)Nc1ccc(N(C)C)cc1 (stereo not drawn)	0.9	1	0.9	-11	0.94	1	1	-1	11	-5
CC(C)(C)NC(=O)CSCc1c(Cl)cccc1Cl	1	1	1	-8	1.1	1.1	0.8	-6	2	-3
COc1ccc(C(=O)Nc2ccc(C)cc2C(=O)c2ccccc2)c(OC)c1	0.8	1	0.8	9	0.79	1	0.9	-5	21	3
N#CC(C#N)=Cc1ccc(OC(=O)c2ccccn2)cc1	0.9	1	0.9	-9	0.89	1	1	-4	10	4
CN1CCN(c2cc(=O)n(-c3ccc(Cl)cc3)c(=O)[nH]2)CC1	1.1	0.9	1.1	-6	1	1	0.9	3	.	6
COCCNC(=O)C(c1ccc(F)cc1)N(C(=O)CCC(=O)Nc1nccs1)c1cccc(C)c1 (stereo not drawn)	0.9	1	1	-9	1.1	1	1.3	-1	-6	-3
CNS(=O)(=O)c1cccc(C(=O)OCC(=O)c2cc(C)n(-c3ccc4c(c3)OCO4)c2C)c1	0.7	1	0.8	2	1.3	0.9	1	6	-5	2
Cc1cc(C)nc(N(C#N)Cc2cccc(Cl)c2)n1	0.9	1.1	0.9	-3	1	1	1	-1	-15	-5
CC(NC(=O)C1CCCN1S(=O)(=O)c1cccc2cccnc12)c1ccccc1 (stereo not drawn)	1.1	1.1	1	-18	1.1	1.1	0.9	-6	2	-6
O=C(CSc1ccccn1)Nc1ccc(Cl)cn1	0.9	1	0.9	-6	2	1	1	0	-8	5
O=C(COC(=O)COc1ccc2ccccc2c1)NCC(F)(F)F	1.1	1	1	-4	1.2	1	1	-4	6	0

Some of these compounds in order of formula weight, highest first.
SMILES	PMI act	TNAP act hi DEA	PMI act hi M6P	TNAP inh noacc	NF-kB expr up	FLuc act counter	bIAP activator	FLuc inhib CS	APP 5'UTR act	TNAP inh hi DEA
CC(OC(=O)c1cccc(N2C(=O)c3ccccc3C2=O)c1)C(=O)Nc1ccc(N(C)C)cc1 (stereo not drawn)	0.9	1	0.9	-11	0.94	1	1	-1	11	-5
Cc1ccc(C(=O)N2CCN(C(=O)c3ccc(C)cc3)C2)cc1	1.1	1	1.1	0	1	1	1	-4	-6	-4
CC(C)(C)NC(=O)CSCc1c(Cl)cccc1Cl	1	1	1	-8	1.1	1.1	0.8	-6	2	-3
N#CC(C#N)=Cc1ccc(OC(=O)c2ccccn2)cc1	0.9	1	0.9	-9	0.89	1	1	-4	10	4
